High-throughput results from PubChem.
MrgX1 antagonist: antagonists of human MrgX1 receptor, primary screen, HEK293 cells, Fluo-4 calcium flux; BAM8-22 antagonism; active compounds read low; Mas-related G-protein coupled receptor member X1 (Homo sapiens), Q96LB2; AID 588676, 2011; B-score at 10 µM; actives 1.3% (n = 310,000);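 active = calcium-response B-score plate-corrected more than 3 library SD below zero, starting fluorescence within 5 deviations, no agonist response on first addition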;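 also: peak minus trough fluorescence over baseline after final BAM8-22 challenge near maximal dose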
TRPC6 inhibitor: mouse TRPC6 channel inhibitors, primary screen, cell-based, HEK293, membrane potential dye; ACh-evoked depolarization; active compounds read low; actives 1.1% (n = 310,000); B-score at 10 µM; Short transient receptor potential channel 6 (Mus musculus), Q61143;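 active = B-score under library mean minus 3 SD, initial fluorescence not abnormally high, positive integrated signal ratio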;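 also: B-score derived from integrated fluorescence ratio over the kinetic read; more negative B-score means stronger inhibition of depolarization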
RGS4 pot: RGS4 potentiators or activators, primary screen, cell-based, HEK293 M3R inducible RGS4, calcium flux; carbachol calcium flux Fluo4; active compounds read low; AID 463111, 2010; actives 0.92% (n = 310,000); B-score at 10 µM;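 active = B-score of the integrated calcium signal more than 4 SD below the library mean, with starting fluorescence not abnormally high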;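 also: negative B-score means reduced calcium response which marks RGS4 activation or potentiation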
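Also added: carbachol at ECmax as muscarinic agonist stimulus; Assay system: HEK293 cells with stable M3R and inducible RGS4; Timing: overnight RGS4 induction, 30 min dye load 37 °C, 20 min compound RT; Measured by: Fluo4-AM (2 µM) calcium-flux fluorescence, kinetic read.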
ANO1 block: TMEM16A chloride channel inhibitors, primary screen, cell-based, HTS; HEK293 TMEM16A/YFP iodide influx fluorescence, ionomycin; normalized B-score (activity score, 25-100; higher = stronger inhibition) at 10 µM; actives 1.2% (n = 310,000);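 active = ratio plate-corrected score three or more library SD toward inhibition, starting fluorescence score within five deviations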;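 also: score derived from kinetic fluorescence span divided by baseline fluorescence per well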
Target sequence (Q8BHY3 whole entry, looked up): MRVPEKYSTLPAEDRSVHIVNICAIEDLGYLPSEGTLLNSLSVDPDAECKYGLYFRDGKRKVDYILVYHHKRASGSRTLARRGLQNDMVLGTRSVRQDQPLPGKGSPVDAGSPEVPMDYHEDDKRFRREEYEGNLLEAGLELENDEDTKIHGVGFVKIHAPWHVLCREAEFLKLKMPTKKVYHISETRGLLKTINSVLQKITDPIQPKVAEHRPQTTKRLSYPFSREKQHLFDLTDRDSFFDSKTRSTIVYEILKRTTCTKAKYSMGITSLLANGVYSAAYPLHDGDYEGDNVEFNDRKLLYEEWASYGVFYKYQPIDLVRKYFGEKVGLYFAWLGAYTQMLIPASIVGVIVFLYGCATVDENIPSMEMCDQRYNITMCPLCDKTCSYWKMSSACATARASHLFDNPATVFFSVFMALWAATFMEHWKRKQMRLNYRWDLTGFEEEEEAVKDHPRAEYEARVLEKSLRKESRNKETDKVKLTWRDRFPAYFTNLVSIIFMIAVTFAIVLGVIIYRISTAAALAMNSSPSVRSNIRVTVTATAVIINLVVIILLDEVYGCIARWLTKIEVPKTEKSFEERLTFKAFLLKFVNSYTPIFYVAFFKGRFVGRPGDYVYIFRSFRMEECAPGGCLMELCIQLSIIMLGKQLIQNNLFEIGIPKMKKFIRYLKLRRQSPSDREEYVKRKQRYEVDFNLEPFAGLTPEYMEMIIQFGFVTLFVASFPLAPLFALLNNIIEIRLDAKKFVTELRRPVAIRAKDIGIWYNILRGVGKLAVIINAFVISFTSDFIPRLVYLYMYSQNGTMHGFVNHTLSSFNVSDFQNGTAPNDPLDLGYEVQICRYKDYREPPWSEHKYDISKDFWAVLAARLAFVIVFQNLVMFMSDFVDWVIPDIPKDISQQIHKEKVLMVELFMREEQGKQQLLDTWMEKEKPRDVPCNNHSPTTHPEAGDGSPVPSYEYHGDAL
ANO1 activ: TMEM16A chloride channel activators or potentiators, primary screen, cell-based, HTS; Anoctamin-1 (Mus musculus), Q8BHY3; HEK293 TMEM16A/YFP-H148Q/I152L, iodide quench fluorescence; active compounds read low; B-score at 10 µM; actives 0.3% (n = 340,000);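 active = fluorescence-ratio B-score plate-corrected deviation score at least 3 library SD below zero, with starting fluorescence score within 5 deviations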;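 also: channel opened by trigger with iodide after compound preincubation; score built on the fluorescence ratio of max minus min over baseline; more negative score means more quench and so TMEM16A activation or potentiation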
MrgX1 agonist: agonists of human MrgX1 receptor, primary screen, HEK293 cells, Fluo-4 calcium flux; Mas-related G-protein coupled receptor member X1 (Homo sapiens), Q96LB2; Fluo-4 calcium fluorescence, agonist mode; active compounds read high; B-score at 10 µM; actives 0.44% (n = 310,000);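 active = calcium response B-score plate-corrected fluorescence ratio at least 3 library SD, with starting fluorescence B-score inside 5 SD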
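Assay system: MrgX1-expressing HEK293 cells / Amount: fifteen thousand cells per well / Doses: test compound in the initial addition of three / Timing: cells plated overnight, dye loaded 0.5 h 37 °C, 0.5 h room temperature / Technique: kinetic calcium dye fluorescence, Fluo-4 NW / Control set: positive and negative controls per plate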
TRPC6 act: mouse TRPC6 channel activators, primary screen, cell-based, HEK293, membrane potential dye | B-score at 10 µM | actives 0.13% (n = 310,000) | HEK293-TRPC6 membrane potential dye fluorescence; active compounds read high | Short transient receptor potential channel 6 (Mus musculus), Q61143;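 active = B-score of the integrated fluorescence ratio above library mean plus 3 SD, and starting fluorescence ratio within library mean plus 5 SD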;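 also: higher score means more depolarization so channel activation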
RGS4 block: RGS4 inhibitors, primary screen, cell-based, HEK293 M3R inducible RGS4, calcium flux; Regulator of G-protein signaling 4 (Homo sapiens), P49798; Fluo-4 calcium flux; active compounds read high; triggered by carbachol at its EC20; B-score at 10 µM; actives 0.45% (n = 310,000);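 active = B-score, a plate-corrected calcium signal, over three deviations above library mean, with baseline fluorescence within five deviations of library mean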;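 also: RGS4 expression induced by doxycycline in cells with stable M3 receptor; B-score is computed from the integrated fluorescence ratio over baseline after carbachol; higher B-score means a larger calcium signal and so more RGS4 inhibition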
HDAC3 inhib: HDAC3 deacetylase inhibitors, primary screen, biochemical, fluorescence, cell-free homogeneous; Histone deacetylase 3 (Homo sapiens), O15379; recombinant HDAC3, fluorogenic peptide/trypsin coupled; inhibition, % at 8.3 µM; actives 0.15% (n = 320,000); AID 2718, 2010; in the data active = inhibition above about 26%, passing the limit was not always enough; inconclusive = no clear call, values can overlap the other calls
SKKanGAS inh: S. pyogenes SKKanGAS growth inhibitors in kanamycin, primary screen, streptokinase expression inhibitor project, SKKanGAS strain, BacTiter-Glo luminescence; 6 h; inhibition, % at 7.5 µM; actives 1.3% (n = 300,000); AID 1662, 2009;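 active = mean replicate score, as percent of positive control median, at least 50; inconclusive = mean below 50 but one replicate at or above 50; inactive = mean and every replicate below 50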;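 also: strain carries kanamycin resistance gene driven by streptokinase promoter and grows in 40 µg/ml kanamycin; loss of luminescence reflects streptokinase promoter inhibition or plain growth inhibition; 0% = median of DMSO wells and 100% = positive control at its reference dose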
MrgX1 PAM: positive allosteric modulators of MrgX1, primary screen, HEK293 cells, Fluo-4 calcium flux | actives 0.63% (n = 310,000) | Mas-related G-protein coupled receptor member X1 (Homo sapiens), Q96LB2 | B-score at 10 µM | AID 588675, 2011 | FDSS; active compounds read high;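 active = plate-corrected calcium response at least 3 library SD above typical, normal starting fluorescence, not activating the receptor alone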;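 also: compound read alongside a low EC10 to EC30 dose of BAM8-22 agonist; peak minus trough fluorescence over baseline measured at the second addition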
Starred values were filed as active, the others as inactive; i = inactive; ? = inconclusive; nt = not tested or not shown.

| canonical_smiles | ANO1 activ | ANO1 block | TRPC6 inhibitor | MrgX1 PAM | RGS4 pot | HDAC3 inhib | MrgX1 agonist | SKKanGAS inh | RGS4 block | MrgX1 antagonist | TRPC6 act |
| --- | --- | --- | --- | --- | --- | --- | --- | --- | --- | --- | --- |
| COc1ccc(OCc2nn[nH]n2)cc1 | i | i | i | i | i | -1.1 | i | 0.4 | i | i | i |
| O=C(c1ccccc1)N1CCC(c2nc3c(nnn3Cc3ccco3)c(=O)[nH]2)CC1 | i | i | i | i | i | nt | i | -7.8 | i | i | i |
| O=C(NCc1ccccc1)Nc1cccn(Cc2ccccc2)c1=O | i | i | i | i | i | -11.0 | i | 0.4 | i | i | i |
| CC(NC(=O)Cc1ccc(NS(=O)(=O)c2cccc(C(F)(F)F)c2)cc1)c1ccccn1 (stereo unspecified) | i | i | i | i | i | -8.6 | i | 5.8 | i | i | i |
| CCOC(=O)C1=C(C)NC(c2cccs2)C(=O)N1 (stereo unspecified) | i | i | i | i | i | -0.6 | i | -5.2 | i | i | i |
| CCCOc1ccc(C(=O)N2CCN(c3ccc(NC(=O)CC)cc3Cl)CC2)cc1 | i | i | i | i | i | -1.8 | i | 4.4 | i | i | i |
| CCn1c(CN2CCN(c3ccc(OC)cc3)CC2)nc2cc(S(=O)(=O)N(C)C)ccc21 | i | i | i | i | i | -0.8 | i | 0.0 | i | i | i |
| N=C1C(c2ccc(Br)cc2)=C(O)C2CCc3ccccc3N12 (stereo unspecified) | i | i | nt | i | nt | -0.8 | i | nt | nt | i | nt |
| Cc1ccccc1CNCCCSc1ncccn1 | i | i | i | i | i | 2.4 | i | -2.3 | i | i | i |
| CC(C#N)Sc1nnc(-c2ccccc2F)n1C1CC1 (stereo unspecified) | i | i | i | i | i | -13.4 | i | 0.2 | i | i | i |
| Cc1ccc(CNC(=O)NC2CCCCC2)cc1 | i | i | i | i | i | -3.7 | i | -7.5 | i | -5.07* | i |
| CCOC(=O)N1CCN(c2nc3ccccc3n3cnnc23)CC1 | i | i | i | i | i | 2.1 | i | -2.7 | i | i | i |
| O=[N+]([O-])c1cccc(S(=O)(=O)N2CCCCC2)c1 | i | i | i | i | i | 7.6 | i | 1.7 | i | i | i |
| O=C(CN1CCCCCC1)Nc1ccccc1F | i | i | i | i | i | -0.5 | i | 1.6 | i | i | i |
| O=C(CCC(=O)OCC(=O)c1ccc(-c2ccccc2)cc1)Nc1cccc(Cl)c1 | i | i | i | i | i | 0.8 | i | -1.6 | i | i | i |
| COc1ccccc1-n1c(=O)oc2ccc(Cl)cc2c1=O | i | 25* | nt | i | nt | 2.4 | i | nt | nt | i | nt |
| CN(CC(=O)Nc1ccc(F)cc1)C(=O)COC(=O)/C=C/c1cccs1 | i | i | i | i | i | 7.0 | i | 10.9 | i | i | i |
| C/C(=N\NC(=S)NCc1ccccc1)c1ccc(C#N)cc1 | i | i | i | i | i | 13.4 | i | 1.8 | i | i | i |
| COc1ccccc1NC(=O)CC1C(=O)NCCN1C(=O)Nc1ccc(Cl)c(Cl)c1 (stereo unspecified) | i | i | i | i | i | 8.2 | i | -1.1 | i | i | i |
| CCCCN(CC(=O)NC1CCCC1)C(=O)C(=O)Nc1ccc2c(c1)OCCO2 | i | i | i | i | i | 1.7 | i | 2.7 | i | i | i |
| CCOC(=O)Cc1cc(=O)[nH]c(Nc2nc3ccccc3o2)n1 | i | i | i | i | i | 0.2 | i | 24.0 | i | i | i |
| COc1cc(C)ccc1OCCCOc1c(Cl)cccc1Cl | i | i | i | i | i | 6.1 | i | -2.3 | i | i | i |
| O=C(COC(=O)Cc1cccc(C(F)(F)F)c1)Nc1ccc2[nH]c(=O)[nH]c2c1 | i | i | i | i | i | 5.5 | i | -8.6 | i | i | i |
| CN1CCCC1=Nc1c2c(nc3ccccc13)N(C)CC2 | i | i | i | i | i | -3.3 | i | -2.5 | i | i | i |
| Cn1c(S(=O)(=O)Cc2ccc(Cl)cc2)nc2ccccc21 | i | i | i | i | i | -6.5 | i | 4.9 | i | i | i |
| COc1c2occc2c(OC)c2c(=O)cc(C)oc12 | i | i | i | i | i | -1.1 | i | -6.0 | i | i | i |
| COc1ccc(CCNCC(=O)N2C(C)CCCC2C)cc1OC (stereo unspecified) | i | i | i | i | i | -2.9 | i | -8.8 | i | i | i |
| COc1ccc(C(=O)Nc2ccc(NC(=O)C3CC3)cn2)cc1 | i | i | i | i | i | -6.3 | i | 1.9 | i | i | i |
| O=S(=O)(Nc1nc2c(s1)CCCC2)c1ccc(F)cc1 | i | i | i | i | i | ? | i | 6.3 | i | i | i |
| CCOC(=O)C1=C(C)Nc2ncnn2C1c1cc(Br)ccc1F (stereo unspecified) | i | i | i | i | i | -1.0 | i | 22.3 | i | i | i |
| Cc1cc(NS(=O)(=O)c2ccc(NC(=O)C(C(C)C)N3C(=O)c4ccccc4C3=O)cc2)nc(C)n1 (stereo unspecified) | i | i | i | i | i | -4.9 | i | 3.3 | i | i | i |
| CCOc1ccc(C(=S)NC2CCCCC2)cc1OC | i | i | i | i | i | 5.1 | i | 1.8 | i | i | i |
| Fc1ccccc1COc1ccc(/C=N/NC(=S)NCc2ccccc2)cc1 | i | i | i | i | i | 1.6 | i | -7.5 | i | i | i |
| COc1ccc(CCNC(=O)C2CCN(S(=O)(=O)c3ccc(C)cc3)CC2)cc1 | i | i | i | i | i | 3.5 | i | -3.8 | i | i | i |
| CC(=O)O[C@@H]1[C@@H](O)[C@@H](O)[C@H](Oc2c(-c3ccc(O)cc3)oc3c(CC=C(C)C)c(O)cc(O)c3c2=O)O[C@H]1C | nt | i | i | i | i | 12.5 | i | 19.3 | i | i | i |
| Cc1ccc(S(=O)(=O)N(CC(=O)N2CCOCC2)CC(=O)N2CCOCC2)cc1 | i | i | i | i | i | 0.2 | i | -2.5 | i | i | i |
| O=C1c2cccc3cc([N+](=O)[O-])cc(c23)C(=O)N1/N=C/c1ccc(O)cc1O | i | i | i | i | i | 3.7 | i | 1.6 | i | i | i |
| Cc1ccc(-n2c(N)cc(=O)nc2SCC(=O)N2CCN(c3ccccc3)CC2)cc1 | i | i | i | i | i | 5.2 | i | 31.9 | i | i | i |
| O=C(C1CCN(S(=O)(=O)c2cccc3nsnc23)CC1)N1CC=C(c2ccccc2)CC1 | i | 25* | i | i | i | -0.3 | i | 3.6 | i | i | i |
| O=C(Nc1ccc(Cc2ccncc2)cc1)c1cccs1 | i | i | i | i | i | -1.8 | i | 1.0 | i | i | i |
| CCCCn1c(N)c(N(CCOC)C(=O)c2cccc(S(=O)(=O)N3CCCCC3)c2)c(=O)[nH]c1=O | i | i | i | i | i | -5.0 | i | -0.5 | i | i | i |
| NC(=O)NC(=O)COC(=O)c1ccc(OC(F)(F)F)cc1 | i | i | i | i | i | 6.7 | i | -1.0 | i | i | i |
| COc1ccc(C(=O)N/N=C\c2coc3ccccc3c2=O)cc1 | i | i | i | i | i | 88.7* | i | -19.2 | i | i | i |
| COCCNC(=O)CN1N=C(c2ccc(OC)cc2)CCC1=O | i | i | i | i | i | 2.2 | i | 0.4 | i | i | i |
| O=C(NN1CCOCC1)c1ccc(Br)s1 | i | i | i | i | i | 0.7 | i | -3.4 | i | i | i |
| COc1ccc(CNC(=O)C2CCN(S(=O)(=O)c3ccc4c(c3)C(C)(C)C(=O)N4C)CC2)cc1 | i | i | i | i | i | -2.5 | i | -4.4 | i | i | i |
| Cn1c(=O)[nH]c(=O)c2[nH]c(N(Cc3ccccc3)Cc3ccccc3)nc21 | i | i | nt | i | nt | 3.9 | i | nt | nt | i | nt |
| CCCCCCNC(=O)c1cc(S(=O)(=O)N2CCc3ccccc32)ccc1F | i | i | i | i | i | -1.6 | i | -5.9 | i | i | i |
| COc1ccccc1NC(=O)CN(C)S(=O)(=O)c1cccc2cccnc12 | i | i | i | i | i | 1.4 | i | 0.0 | i | i | i |
| Cc1ccc(NC(=O)CSc2nnc(-c3cc(C)[nH]n3)n2N)c(C)c1 | i | i | i | i | i | 1.2 | i | -2.9 | i | i | i |
| COc1ccc(CC(=O)Oc2cc(C)ccc2C)cc1 | i | i | i | i | i | 2.5 | i | 15.4 | i | i | i |
| Cc1sc2nc(SCCO)n(-c3ccccc3)c(=O)c2c1C | i | i | i | i | i | 2.5 | i | 7.5 | i | i | i |
| CC(C)C(NC(=O)c1ccccc1F)C(=O)NCc1ccccc1 (stereo unspecified) | i | i | i | i | i | -0.6 | i | 2.4 | i | i | i |
| CC(Oc1ccc2c(-c3ccccc3)cc(=O)oc2c1)C(=O)NCC(O)c1ccccc1 (stereo unspecified) | i | i | i | i | i | 8.9 | i | 0.5 | i | i | i |
| Cc1ccc(NC(=S)N(CCN(C)C)Cc2cccs2)cc1C | i | i | i | i | i | 3.8 | i | -5.5 | i | i | i |
| CCN(CCCNC(=O)c1c(C)cc(=O)oc1C)c1cccc(C)c1 | i | i | i | i | i | 5.1 | i | -6.3 | i | i | i |
| CCOC(=O)Cn1c(C(C)=O)nc2ccccc21 | i | i | i | i | i | 2.8 | i | -0.9 | i | i | i |
| CCOc1ccccc1CNC(=O)CCc1cn(C)c2ccccc12 | i | i | i | i | i | -1.7 | i | -2.3 | i | i | i |
| N#Cc1cccc(C#N)c1Oc1ccc(S(=O)(=O)Nc2ccccc2)cc1 | i | i | i | i | i | 4.4 | i | 7.8 | i | i | i |
| O=[N+]([O-])c1cccnc1Oc1ccc(OCc2ccccc2)cc1 | i | i | i | i | i | -0.2 | i | -1.7 | i | i | i |
